Screening results: PubChem, National Center for Advancing Translational Sciences (NCATS)
HT1080 IDH1KD tx: kills HT-1080 cells with IDH1 knockdown; HT-1080 IDH1 knockdown viability, ATP luminescence, 48 h; Potency, µM (doses to about 46.1 µM), for the others: at the top dose activity, negative = toxicity, actives largely listed as cytotoxic; actives 2% (n = 360,000);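 also: potency is read from the fitted curve at half-maximal effect; 0% = DMSO wells and -100% = cell-free medium wells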
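After a 2 h attachment period, IDH1KD HT-1080 cells took pin-transferred compound for 48 h at 37 °C; ATP-based luminescence after 10 min room-temperature reagent incubation reported viability.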
SW480 rereplic: inducers of DNA re-replication in SW480 colon cancer cells. SW480 DNA re-replication, Hoechst DNA content imaging, 48 h. Potency, µM (titrated, usually from 46.1 µM), without a hit: at the highest dose re-replication activation, usual class: activators. actives 1.8% (n = 340,000); also: potency is read from the fitted curve at half-maximal effect; % of control where 0% means no effect; nearly all actives have a fitted effect of over 55% in size
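250 cells/well; 23 nL cpd via pin tool; 48 hr, 37 C, 5% CO2; Hoechst 40 min; imager read of total nuclear intensity, ex 405/em 500-530 nm.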
KB-V1 MDR tox: kills drug-selected multidrug resistant KB-V1 cells; actives 3.4% (n = 400,000); KB-V1 MDR cells viability, CellTiter-Glo, 72 h; Potency, µM (top dose mostly 46.1 µM), inactives show top-dose activity change, negative = cytotoxicity, actives largely listed as cytotoxic; also: potency is read from the fitted curve at half-maximal effect; % is scaled to controls: 0 for no effect and ±100 for the full control effect; nearly all actives have a fitted effect of over 60% in size
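KB-V1 MDR subline cells in DMEM (phenol-red free, 10% FBS) exposed to compounds in qHTS concentration series for 72 h at 37 degrees C. Viability read by CellTiter-Glo luminescence; concentration-effect curves fitted after normalization and correction.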
HT1080NT lethal: kills 2HG-producing HT-1080-NT fibrosarcoma cells; HT-1080-NT fibrosarcoma viability, CellTiter-Glo ATP luminescence, 48 h; Potency, µM (highest dose often 46.1 µM), for inactives: at the highest dose activity, negative = less viability, usual class: cytotoxic; AID 686970; actives 1.6% (n = 360,000);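 also: NT is the 2HG producing partner of a matched IDH1 knockdown line; potency is read from the fitted curve at half-maximal effect; 0% = DMSO-treated cells and -100% = media-only wells without cells; nearly all actives have a fitted effect of over 55% in size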
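Toxicity toward the 2HG-producing NT line was scored as %Activity, normalised to DMSO and no-cell wells, from CellTiter-Glo luminescence after 48 hours' treatment.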
GLP-1R agonist: GLP-1 receptor (human) agonism. P43220. HEK293 GLP-1R CRE-luciferase, luminescence, 4-6 h; cells express a hypersensitive GLP-1R form. actives 0.007% (n = 380,000). AID 624172. Potency, µM (titrated, usually from 45.6 µM), without a hit: at the top dose activation, most hits filed as activators; also: potency is read from the fitted curve at half-maximal effect; % of control where 0% means no effect
Target sequence (P43220 whole entry, looked up): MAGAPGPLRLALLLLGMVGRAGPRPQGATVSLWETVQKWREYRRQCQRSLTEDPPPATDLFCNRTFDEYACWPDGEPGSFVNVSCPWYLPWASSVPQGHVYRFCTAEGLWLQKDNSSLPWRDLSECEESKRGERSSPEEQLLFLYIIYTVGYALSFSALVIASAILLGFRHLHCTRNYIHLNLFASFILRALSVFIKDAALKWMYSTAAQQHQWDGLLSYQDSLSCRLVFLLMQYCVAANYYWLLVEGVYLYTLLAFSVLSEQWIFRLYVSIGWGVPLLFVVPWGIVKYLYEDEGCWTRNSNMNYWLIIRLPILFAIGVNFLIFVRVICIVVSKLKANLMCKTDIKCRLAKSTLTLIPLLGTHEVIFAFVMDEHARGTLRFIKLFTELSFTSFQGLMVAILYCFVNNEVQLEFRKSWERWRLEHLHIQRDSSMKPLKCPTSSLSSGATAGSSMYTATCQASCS
DRD3 antagonist: D3 dopamine receptor (human) antagonism; D3R cells, DiscoveRx beta-arrestin luminescence, antagonist mode; active compounds read low; max response, negative = inhibition, %; actives 2.5% (n = 360,000); in the data active = max response below about -50%; inconclusive = no clear call, values can overlap the other calls; also: % is scaled to controls: 0 for no effect and ±100 for the full control effect; mostly tested at two doses, the higher about 12 µM
Target sequence (P35462 whole entry, looked up): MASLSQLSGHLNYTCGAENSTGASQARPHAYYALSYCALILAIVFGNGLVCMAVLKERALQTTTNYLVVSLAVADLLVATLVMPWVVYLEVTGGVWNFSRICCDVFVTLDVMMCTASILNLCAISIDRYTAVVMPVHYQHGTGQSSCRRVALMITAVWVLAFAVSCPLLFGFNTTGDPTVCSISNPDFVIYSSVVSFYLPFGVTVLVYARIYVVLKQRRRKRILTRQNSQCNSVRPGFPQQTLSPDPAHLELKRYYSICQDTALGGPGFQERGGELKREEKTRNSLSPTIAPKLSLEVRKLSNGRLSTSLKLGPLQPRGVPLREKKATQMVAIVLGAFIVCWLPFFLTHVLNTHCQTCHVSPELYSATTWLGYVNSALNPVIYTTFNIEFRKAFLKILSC
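Cells expressing the human receptor were seeded at 1500 cells/well, incubated overnight at 37 degrees C in 5% CO2, then exposed to library compounds with dopamine controls for 90 minutes at 37 degrees C before luminescent detection.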
KB-3-1 cytotox: KB-3-1 parental cell cytotoxicity; AID 1347075; KB-3-1 viability, CellTiter-Glo ATP luminescence, 72 h; actives 1.4% (n = 400,000); Potency, µM (highest dose often 46.1 µM), for the others: at the highest dose activity change, negative = cytotoxic, usual class: cytotoxic; also: potency is read from the fitted curve at half-maximal effect; % is scaled to controls: 0 for no effect and ±100 for the full control effect; nearly all actives have a fitted effect of over 60% in size
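72 h, 37 °C compound treatment of KB-3-1 parental cells; CellTiter-Glo added, 10 min, luminescence read. Data corrected against DMSO-only plates and normalized before curve fitting.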
DRD3 agonist: agonists of human D3 dopamine receptor; D3R DiscoveRx beta-arrestin cells, luminescence, 90 min; actives 0.58% (n = 410,000); P35462; AID 652048; max activation, %; in the data active = max activation above about 30%; also: 0% is about no effect; mostly tested at two doses, the higher about 12 µM
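Agonist-mode cell screen: cells plated at 1500/well and incubated overnight at 37 °C, then exposed to library compounds for 90 min at 37 °C. Detection reagent was added for 30–60 min at room temperature, and luminescence was read.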
IL1B secr inh: inflammasome signaling inhibition, IL-1 beta readout; THP-1 LPS/ATP IL-1B secretion, AlphaLISA, 16 h; active compounds read low; activity change, % at 57.5 µM; actives 4.7% (n = 360,000); in the data active = activity change below about -50%; inconclusive = mostly about -30% to -49%; also: % is scaled to controls: 0 for no effect and ±100 for the full control effect
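THP-1 cells pretreated 1 hr with compounds (up to 57.5 uM final), then stimulated with LPS (250 ng/mL final) plus ATP (1.25 mM final); secreted IL-1B measured by AlphaLISA after 16 hr, decreased signal indicating inhibition.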
Starred values were filed as active, the others as inactive; ? = inconclusive; · = not tested or not shown; & = joins results of further samples; [ ] = remark or other dose. Unless noted, calls follow the shape of the dose curve; as a rule, active = well fitted curve in the direction sought with a large enough effect; inconclusive = small, poorly fitted or top-dose-only effect, or another doubt; inactive = no such curve, though single readings can be large; an effect the other way counts as inactive or inconclusive.

Order of values: HT1080 IDH1KD tx	SW480 rereplic	KB-V1 MDR tox	HT1080NT lethal	GLP-1R agonist	DRD3 antagonist	KB-3-1 cytotox	DRD3 agonist	IL1B secr inh
- COc1ccccc1CNC(=O)Nc1nc(C(N)C(C)C)cs1 (centres undefined)
  ?	·	5%	?	5%	?	0%	-5	-51*
- O=C(Nc1ccc(Cl)cc1)c1cc(S(=O)(=O)Nc2ccccn2)ccc1Cl
  -28%	-22%	1%	-22%	0%	9	?	14	25
- CC(NS(=O)(=O)c1cccc(C(=O)NCc2ccncc2)c1)c1ccccc1 (centres undefined)
  7%	4%	?	2%	-2%	-24	6%	-2	23
- CCCN(Cc1ccc(N(C)C)cc1)CC1CC1
  0%	2%	-6%	4%	0%	-13	0%	-12	19
- CC(=O)c1cccc(NC(=O)C2CCCN2S(=O)(=O)c2cccc3nsnc23)c1 (centres undefined)
  -8%	-2%	-2%	0%	10%	-4	?	3	21
- O=C(COC(=O)C1(c2ccccc2F)CCCC1)Nc1ncc(C(F)(F)F)cc1Cl
  -3%	14%	6%	2%	-2%	-11	0%	3	0
- COc1ccccc1C=NNC(=O)C(=O)NN=Cc1ccccc1OC
  16%	-6%	25%	0%	8%	12	4%	5	7
- CCCN(CCC)C(=O)c1cn(CC)c2ccc(S(=O)(=O)N3CCCCC3)cc2c1=O
  -4%	11%	2%&6%	3%	-3%	-13	-3%&-4%	-1&-11	-19
- COc1ccccc1NC(=O)c1ccc2nc(-c3ccccc3)c(-c3ccccc3)nc2c1
  6%	-4%	-8%	7%	-1%	-7	8%	-1	0
- O=C(Nc1cc(Cl)ccc1-n1cncn1)c1ccc([N+](=O)[O-])o1
  -22%	21µM*	?	-22%	-9%	-9	13µM*	-2	-65*
- COc1ccccc1OCc1nc(C#N)c(N2CCCC2)o1
  9%	6%	-23%	9%	17%	4	-1%	-1	0
- CN(C)CCCN(C(=O)COc1ccccc1)c1nc2ccc(Cl)cc2s1
  ?	?	19%	?	6%	-14	-1%	-15	-51*
- C#CCOCCOCCOCCNc1nc(N2CCN(C(=O)Cn3cc(CCCN=C(N)N)nn3)CC2)nc(N2CCN(C(=O)[C@H](CCCCN)n3cc(CC(C)O)nn3)CC2)n1 (some centres undefined)
  10%	?	-28%	2%	0%	17	12%	8	0
- CCC(=O)Nc1ccc(C(=O)NNC(=O)c2ccc(C)cc2)cc1
  1%	-2%	2%	-2%	2%	2	0%	-4	4
- CN(C)CC1(C)Cc2ccsc2C1O (centres undefined)
  14%	-4%	0%	12%	0%	-1	6%	4	8
- COc1ccc(CNC(=O)c2sc(=O)n(Cc3ccc(S(=O)(=O)N(C)C)cc3)c2C)cc1
  ?	·	?	-22%	-4%	17	?	5	-12
- CC(NC(=O)c1ccc2c(c1)C(=O)N(Cc1cccnc1)C2=O)c1ccccc1 (centres undefined)
  -7%	-2%	22%	0%	-13%	1	2%	-15	10
- CCc1c(C)n([O-])c2c([n+]1=O)CCCCC2
  9%	-3%	0%	10%	-11%	0	6%	1	16
- CSCC(=O)NC1CCCc2c1cnn2-c1ccc(C)c(C)c1 (centres undefined)
  -6%	-5%	3%	-4%	7%	-6	-3%	4	-7
- CN(C)CCN1CCN(C2CN(C3CCCCC3)S(=O)(=O)C2)CC1 (centres undefined)
  15%	·	20%	17%	3%	?	0%	1	23
- CCOC(=O)c1c[nH][nH]c1=O
  5%	-2%	6%	3%	5%	7	2%	0	4
- COc1ccccc1C(=O)C1CCCN(C(=O)CCC(=O)c2ccccc2)C1 (centres undefined)
  2%	8%[1.84 µM]	?	4%	13%	?	7%	3	5
- N#Cc1ccc(CN2CCN(C(=O)c3cn(Cc4ccccc4)nc3-c3cccnc3)CC2)cc1
  3%	-15%	-16%	3%	9%	-3	12%	4	-6
- O=C(NNC(=S)NC1CCCCC1)c1cccs1
  4%	16%	23µM*	6%	-2%	-5	2%	0	1
- COc1ccc(NC(=O)CN(c2ccccc2OC)S(C)(=O)=O)c(OC)c1
  ·	·	0%	·	3%	·	2%	0	·
- CCCOC(=O)c1ccc(OCC(O)Cn2c(C)nc3ccccc32)cc1 (centres undefined)
  -17%	-10%	?	2%	10%	39	5%	11	33
- CCN(CC(=O)Nc1ccccc1C(F)(F)F)C(=O)Cc1cccs1
  0%	0%	26%	11%	-1%	25	5%	0	-6
- O=C(c1ccccc1)c1ccc2nc(-c3ccc(NC(=O)c4ccccc4F)cc3)[nH]c2c1
  ?	1%	1%	?	-13%	?	6%	7	17
- Cc1cc(N)c(NC2=CC(=O)CC(C)(C)C2)cc1C
  8%	-1%	3%	9%	0%	-16	0%	2	-14
- CNC[C@@H]1Oc2ccc(NC(=O)Nc3c(C)noc3C)cc2CC(=O)N([C@H](C)CO)C[C@H]1C
  7%	4%	-11%	-16%	-5%	12	1%	1	19
- COC(=O)C(NS(=O)(=O)c1ccc(F)cc1)c1ccccc1 (centres undefined)
  -1%	11%	1%	-1%	10%	1	-34%	-7	3
- Cc1ccc(CC2CC(=O)N(Cc3ccco3)C2=O)cc1 (centres undefined)
  9%	-4%	4%	8%	-10%	10	7%	4	-15
- CCOC(=O)C1=C(N)N2C(=O)C(C)SC2=C(C(=O)OC)C1c1cccc(OC)c1 (centres undefined)
  10%	0%	1%	20%	0%	6	-2%	-1	8
- CCOC(=O)N1CCN(CCC(=O)Nc2cc([N+](=O)[O-])ccc2OC)CC1
  4%	0%	6%	1%	0%	6	2%	-10	22
- C/C=C(\C)CN1CCN(c2cccc(C)c2C)CC1
  ?	6%	10%	-2%	-3%	-88*	0%	-28	-8
- O=c1[nH]c2ccc(Cl)cc2c(-c2ccccc2)c1SC(=S)N1CCCCC1
  16µM*	-1%	-11%	?	-5%	19	-1%	5	19
- O=C(O)c1ccc(-c2nc(-c3ccc(Cl)cc3)cs2)cc1
  -8%	-1%	23%	-6%	-1%	9	5%	-3	-9
- CCCS(=O)(=O)N1CCCC(C(=O)NCCCN2CCN(c3ccccc3F)CC2)C1 (centres undefined)
  9%	-3%	-2%	5%	-22%	-53*	-1%	31*	15
- CC1=C(C(=O)N2CCOCC2)CC(CC(=O)NC2CCCC2)C(=O)N1CCCN1CCCC1=O (centres undefined)
  -6%	·	-8%	-2%	1%	-29	-7%	-10	42
- O=C(Nc1nnc(CCOCCOCCc2nnc(NC(=O)c3ccco3)s2)s1)c1ccco1
  2%	?	-4%	15%	2%	4	-20%	2	-6
- CC(=O)CCC1CC(c2ccc(Cl)cc2)=NO1 (centres undefined)
  5%	-13%	19%	5%	1%	24	-2%	0	16
- N#Cc1cccc(C(=O)C(=O)N2CCCN(Cc3ccc(F)cc3)CC2)c1
  11%	·	?	10%	·	?	1%	-14	-16
- Cc1cc(=O)n2nc(N3CCCC3C(=O)Nc3cccc(F)c3)sc2n1 (centres undefined)
  -9%	-1%	?	0%	-1%	15	0%	1	16
- CCOc1ccccc1CN1CCCC(C(=O)Nc2cccc(-n3cccn3)c2)C1 (centres undefined)
  23µM*	-2%	-20%	23µM*	3%	-13	?	-15	?
- CCOc1ccc(C(=O)Nc2ccc(S(=O)(=O)N3CCN(C)CC3)cc2)cc1
  -22%	1%	-11%	-2%	10%	9	3%	4	19

One compound at a time (already shown). Order of screens: HT1080 IDH1KD tx | SW480 rereplic | KB-V1 MDR tox | HT1080NT lethal | GLP-1R agonist | DRD3 antagonist | KB-3-1 cytotox | DRD3 agonist | IL1B secr inh
Record of COC(=O)C(NS(=O)(=O)c1ccc(F)cc1)c1ccccc1 (centres undefined) → -1% | 11% | 1% | -1% | 10% | 1 | -34% | -7 | 3
Record of C/C=C(\C)CN1CCN(c2cccc(C)c2C)CC1 → ? | 6% | 10% | -2% | -3% | -88* | 0% | -28 | -8

Next results follow.
Order of values: HT1080 IDH1KD tx	SW480 rereplic	KB-V1 MDR tox	HT1080NT lethal	GLP-1R agonist	DRD3 antagonist	KB-3-1 cytotox	DRD3 agonist	IL1B secr inh
- COCCN(C(=O)COC(=O)C12CC3CC(CC(O)(C3)C1)C2)c1c(N)n(Cc2ccccc2)c(=O)[nH]c1=O
  9%	·	0%	3%	-1%	-2	0%	-1	2
- CC(C)Cc1csc(NC(=O)c2ccc(Cl)cc2)c1C(=O)O
  ?	·	?	?	-12%	0	?	6	-6
- CN(C)CCCOC(=O)c1ccc(Cl)cc1
  3%	-1%	3%	7%	5%	?	1%	2	-8
- COc1ccc(C(=O)/C=C2/C(=O)Nc3ccccc32)cc1
  ?	?	9%	?	-2%	?	?	-11	?
- Cc1cc2ccccc2n1CCNC(=O)COc1ccc2ccccc2c1
  -26%	-1%	?	?	4%	16	-25%	-1	?
- CCCC(=O)Nc1ccc2c(c1)C(=O)N(C)C[C@@H](OC)[C@H](C)CN(Cc1ccc(-c3ccccn3)cc1)[C@@H](C)CO2
  -6%	·	?	-22%	·	4	0%	2	?
- Cn1c(=O)c2c(ncn2CC(=O)Nc2cc(S(=O)(=O)N3CCCCC3)ccc2Cl)n(C)c1=O
  0%	12%	·	-6%	5%	-9	·	-1	10
- COc1ccc(-n2c(C)cc(-c3csc(N)n3)c2C)cc1
  6%	-4%	?	-2%	-10%	-17	?	-2	-2
- COc1ccc(NC(=O)Nc2ccc3c(c2)CC(=O)N([C@H](C)CO)C[C@H](C)[C@H](CN(C)Cc2ccc(C(=O)O)cc2)O3)cc1
  8%	-6%	-7%	17%	2%	0	0%	-14	-3
- CCc1nc2ccccc2c(=O)n1NC(=O)c1c(O)c2ccccc2n(CC)c1=O
  2%	13%	8.2µM*	-10%	6%	13	?	8	60
- CC1(Cc2cc(Cl)ccc2C(F)(F)F)C(=O)Nc2ccc(OC(F)(F)F)cc21 (centres undefined)
  21µM*	·	?	?	-10%	47	-5%	14	-13
- COCCNc1nc2c(c(=O)n(Cc3ccccc3F)c(=O)n2C)n1C
  10%	-7%	-3%	1%	8%	-14	3%	0	-15
